Bioassay records (PubChem)
tim10-1 inh: inhibits growth of tim10-1 mutant yeast | S. cerevisiae tim10-1 ts strain growth, BacTiter-Glo, 24 h | inhibition, % at 20 µM | 2.2% of 330,000 active;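 active means inhibition of at least 40%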;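 further: mutant grown at 25 °C; 0% = DMSO wells with yeast and 100% = wells holding no yeast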
Mdm2 MdmX PPI: inhibitors of human Mdm2/MdmX interaction; O15151+Q00987; SaOS-2 split-luciferase Mdm2/MdmX complementation, luminescence; inhibition, % at 8 µM; 3% of 330,000 active;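 active means inhibition of at least 50% at 8 µM in the primary screen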
Target sequence (O15151 whole entry, looked up): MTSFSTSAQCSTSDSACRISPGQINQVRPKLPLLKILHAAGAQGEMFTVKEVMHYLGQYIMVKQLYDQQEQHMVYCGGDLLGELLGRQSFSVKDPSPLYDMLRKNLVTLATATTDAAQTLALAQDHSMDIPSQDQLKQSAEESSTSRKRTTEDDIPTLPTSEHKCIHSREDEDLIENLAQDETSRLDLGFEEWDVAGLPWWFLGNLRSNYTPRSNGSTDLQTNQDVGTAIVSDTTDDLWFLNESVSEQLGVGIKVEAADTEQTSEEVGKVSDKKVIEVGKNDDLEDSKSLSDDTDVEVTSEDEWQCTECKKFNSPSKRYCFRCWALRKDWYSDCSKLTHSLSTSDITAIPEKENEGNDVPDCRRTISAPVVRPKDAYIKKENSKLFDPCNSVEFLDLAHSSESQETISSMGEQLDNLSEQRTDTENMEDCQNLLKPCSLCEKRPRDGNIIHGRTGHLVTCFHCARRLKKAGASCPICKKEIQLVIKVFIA
Target sequence (Q00987 whole entry, looked up): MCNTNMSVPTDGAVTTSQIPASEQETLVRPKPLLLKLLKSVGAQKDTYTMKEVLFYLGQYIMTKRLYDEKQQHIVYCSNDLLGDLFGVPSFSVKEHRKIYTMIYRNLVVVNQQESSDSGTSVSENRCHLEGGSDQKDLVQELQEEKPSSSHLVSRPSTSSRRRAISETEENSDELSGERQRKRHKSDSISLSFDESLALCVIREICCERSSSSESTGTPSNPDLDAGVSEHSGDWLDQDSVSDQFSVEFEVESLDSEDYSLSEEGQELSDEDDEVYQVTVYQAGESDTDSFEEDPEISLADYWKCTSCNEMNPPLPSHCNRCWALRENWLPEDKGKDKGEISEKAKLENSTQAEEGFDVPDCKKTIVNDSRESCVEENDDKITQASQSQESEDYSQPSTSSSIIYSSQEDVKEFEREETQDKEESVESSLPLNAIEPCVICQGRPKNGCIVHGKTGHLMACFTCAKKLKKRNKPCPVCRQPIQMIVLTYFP
CXCR6 inh: inhibitors of human CXCR6 receptor | CHO-K1 PathHunter CXCR6 beta-arrestin, luminescence | AID 602244 | inhibition, % at 20 µM | 0.36% of 360,000 active; in the data active means inhibition above about 34%, passing the limit was not always enough;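 further: antagonist mode with CXCL16 agonist at 10 nM final; 0% = 10 nM CXCL16 with DMSO and 100% = unstimulated wells without agonist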
UPR CHOP act: activators of apoptotic arm of unfolded protein response (CHOP). CHO-CHOP luciferase reporter, UPR activation, luminescence; percent of tunicamycin response over DMSO baseline. activation, % at 10 µM. 0.34% of 330,000 active. AID 449763;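 active means at 10 µM dose, activation of 40% or more, normalized to positive control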;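 further: 100% = tunicamycin at 10 µg/mL and 0% = DMSO alone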
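Evaluation: % reporter activation, DMSO baseline versus tunicamycin full activation; System: CHO-CHOP luciferase reporter cell line; Input: 500 cells/well; Incubation: 6 h compound treatment, 37 °C; Measured by: Steady-Glo luciferase luminescence; Dosing: one dose, 10 µM in 0.5% DMSO; Buffer or medium: F12 medium, 10% FBS; Benchmarks: positive tunicamycin 10 µg/mL, negative DMSO alone.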
APJ antagonist: APJ receptor antagonism | CHO-K1 APJ beta-arrestin complementation, luminescence | inhibition, % at 20 µM | 0.32% of 330,000 active | AID 2521;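 active means inhibition above about 40% at 20 µM, limit read from the data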;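 further: cells challenged with 10 nM apelin-13 agonist together with compound; plate controls were apelin-13 plus DMSO wells for no effect and DMSO wells lacking apelin-13 for full effect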
UPR XBP1 act: adaptive UPR (XBP1) activation. CHO-XBP1 luciferase reporter, IRE1-XBP1 UPR activation, luminescence; percent of tunicamycin response, DMSO as zero. 0.33% of 330,000 active. AID 463104. activation, % at 20 µM;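 active means versus positive control, 20 µM dose yields 30% or more activation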;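 further: 100% = tunicamycin at 10 µg/mL and 0% = DMSO only wells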
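Material: CHO-XBP1 cells stably carrying IRE1-XBP1-driven luciferase reporter | Medium: F12 with 10% serum | Compound dosing: 20 µM single concentration, DMSO 1% | Incubation: Overnight seeding at 37 °C, 6 h compound treatment at 37 °C | Detection: Steady-Glo luminescence read | Read-out basis: % activation of reporter signal versus tunicamycin and DMSO controls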
TIM10 inh: inhibits growth of TIM10 yeast strain; AID 463195; inhibition, % at 10 µM; S. cerevisiae TIM10 strain growth, BacTiter-Glo luminescence, 24 h; 1.4% of 330,000 active;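 active means inhibition of 40% or more at the single tested concentration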;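 further: wild-type TIM10 isogenic control strain grown at permissive 25 °C; 0% = DMSO yeast wells and 100% = minimal medium wells without yeast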
tim23-1 inh: tim23-1 yeast growth inhibition. inhibition, % at 20 µM. S. cerevisiae tim23-1 growth, BacTiter-Glo luminescence, 24 h. AID 463212. 1.3% of 330,000 active;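 active means growth inhibition of the mutant yeast at or above 50%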;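 further: temperature-sensitive mutant grown at 25 °C; plate controls were DMSO-treated mutant yeast for no effect and medium wells lacking yeast for full effect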
APJ ag: agonists of human APJ apelin receptor; P35414; CHO-K1 APJ PathHunter beta-arrestin, luminescence; 0% DMSO wells, 100% apelin; activation, % at 20 µM; 0.11% of 330,000 active;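 active means activation more than six SD over the plate average, tested at 20 µM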;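 further: 0% = DMSO alone and 100% = apelin-13 at 10 nM; some results filed as inactive read as strong as hits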
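Assay system – PathHunter CHO-K1 APJ (AGTRL-1) beta-arrestin reporter cells · Compound – one dose, 20 µM compound, 1% DMSO · Timing – compound 90 min 25 °C, reagent 1 h · Measured by – luminescence from split beta-galactosidase complementation, Galacton Star/Emerald II substrate · Measure – beta-arrestin recruitment to APJ as agonist activity, luminescent signal · Benchmarks – DMSO vs Apelin-13 10 nM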
Active calls of the source: *; · = no result given.

The line under a structure holds: TIM10 inh, CXCR6 inh, APJ ag, UPR XBP1 act, Mdm2 MdmX PPI, tim10-1 inh, UPR CHOP act, APJ antagonist, tim23-1 inh
1	Cc1conc1NC(c1cccs1)c1ccc2cccnc2c1O (stereo not given)
    -32, ·, -4, 1, 63*, 26, 4.4, 2, 36
2	Cc1ccsc1CN(C)C(=O)CN1C(=O)NC2(CCCc3ccccc32)C1=O (stereo not given)
    96*, -6, -3, -4, -12, 11, 0.7, -9, -7
3	Cn1c(-c2ccc(Br)o2)nc2cc(Br)ccc21
    0, -3, 0, 3, -149, 38, 6.1, -10, 35
4	Cc1cccc(-n2c(C)cc(C)c(C#N)c2=O)c1
    3, -7, 0, 0, 12, 8, -1.2, 4, -1
5	CC(C)N(Cc1nc(COc2ccccc2)no1)Cc1nccn1C
    3, -2, -2, -2, 7, -1, 1.0, -1, 9
6	O=C(COC(=O)c1cc(-c2cccs2)nn1-c1ccccc1)Nc1ccc(F)c([N+](=O)[O-])c1
    13, -2, -3, -2, 6, 10, -2.6, 16, 17
7	COc1ccccc1OCCn1c(CO)nc2ccccc21
    -9, -5, -2, -1, -7, 18, -0.9, -1, 2
8	Cc1cc(NC(=O)CSc2nc3cc(Cl)ccc3c(=O)n2C(C)C)no1
    -2, 5, -2, 6, 56*, -2, 1.2, 13, 4
9	Cc1cccc(-c2nnc(NC(=O)c3ccco3)s2)c1
    26, 8, -2, 0, -6, 10, 3.1, 6, 19
10	COc1cc(NC(=S)NC(=O)CC(C)C)ccc1NC(=O)c1cc2ccccc2o1
    4, -13, -2, 6, 3, 18, 10, -3, 4
11	COc1ccccc1C(=O)Nc1ccnn1C1CCN(Cc2csc(C(C)=O)c2)CC1
    -11, -1, 3, -9, 24, 2, -0.2, -5, -11
12	CCOc1ccccc1NC(=S)NCCCn1ccnc1
    -1, -5, -4, 1, 16, 3, -1.3, 24, -11
13	CCNC(=O)CSc1nc2ccccc2c(=O)n1-c1cc(OC)ccc1OC
    10, 4, 0, 4, 17, 7, 3.5, 8, 16
14	CCOC(=O)c1ccc(N2C(=O)C(C)=C(C)C2=O)cc1
    0, 5, -4, 3, 62*, -6, 0.1, 11, 12
15	COc1ccccc1NC(=S)N(Cc1ccc(C(=O)O)cc1)Cc1ccc(OC)c(OC)c1
    -1, -11, -2, 4, -18, 12, -0.1, -7, 5
16	CNS(=O)(=O)c1cccc(C(=O)OCC(=O)c2ccc(S(=O)(=O)N3CCCCC3)cc2)c1
    -1, 34, -22, -3, -16, 7, -0.4, 62*, -3
17	C/C(Cn1nnc2ccccc21)=N\OC(=O)c1cc(F)c(F)cc1Cl
    18, 1, -1, -2, 22, 37, -2.5, -20, 29
18	CC(C)c1nc(C(=O)N2CCc3c([nH]c4ccccc34)C2c2ccccn2)cs1 (stereo not given)
    10, 12, -4, -3, -7, 27, 2.8, -8, 33
19	Cc1cc2ccccc2n1CCNC(=O)C1CCCCC1
    -5, -1, 2, -2, 9, 11, 1.9, 19, 6
20	O=C1CCC(C(=O)N(CCO)Cc2ccccc2)CN1CC1CCCCC1 (stereo not given)
    0, 5, 2, -5, 17, 11, -1.3, -2, 15
21	CCCCNC(=O)c1cc2n(n1)C(C(F)(F)F)CC(c1ccccc1)N2 (stereo not given)
    24, 3, -4, -2, -30, 27, 1.0, -9, 25
22	CN(C(=O)COC(=O)c1ccccc1C(=O)c1ccccc1)c1ccccc1
    13, 4, -4, -3, 11, 15, -1.1, -6, 42
23	CCOc1ccc(OCC(=O)OCc2csc(CC(=O)Nc3ccccc3C)n2)cc1
    7, 3, 2, -4, 25, 20, 0.0, -5, 16
24	Cc1cccc(C)c1NC(=O)COC(=O)c1cc(=O)[nH]c2ccccc12
    0, -4, -4, -4, 7, -12, -1.2, 0, -8
25	CCOC(=O)N1CCC(NC(=O)c2cc(C(=O)NCC(OC)OC)ccc2CO)CC1
    8, 2, 5, 2, -8, 10, 2.0, -3, 7
26	Cc1ccc(-c2cc(-c3ccccc3)[nH]c(=S)c2C#N)cc1
    2, 1, -3, -1, 31, 54*, 0.9, 12, 36
27	C=CCN1C(=O)CSc2ccc(C(=O)OCC)cc21
    8, 0, -4, 1, 1, 9, -1.0, 13, 11
28	O=S(=O)(NNC(=S)Nc1ccc(S(=O)(=O)Nc2ncccn2)cc1)c1ccc(Br)cc1
    4, 8, -3, -5, 19, 15, -0.6, -5, 19
29	CC1(C)NC(=O)N(CCOCCOc2ccc3ccccc3c2Br)C1=O
    13, -8, -3, 1, 0, 27, -0.1, -6, 19
30	Cc1c(C)c2cc(Cl)c(OC(C)C(=O)NCCN3CCOCC3)cc2oc1=O (stereo not given)
    -6, 3, 1, -1, 7, 7, -0.8, 29, -6
31	Cn1c(Oc2ccc(F)cc2)c(C=O)c2ccccc21
    -4, -1, -1, -2, 40, 16, 0.6, 6, 19
32	Cc1cccc(NC(=S)N(CCc2nc3cc(C)c(C)cc3[nH]2)Cc2cccnc2)c1
    -7, 8, -7, 4, 14, -4, 2.0, 8, -14
33	Cc1ccccc1-c1nc(CN2CCC(C(=O)NC3CCN(Cc4ccccc4)CC3)CC2)c(C)o1
    -3, -9, -3, 4, 99*, -10, 8.3, 10, -25
34	O=C(O)CCCn1cc(NC(=O)c2cccc(F)c2)cn1
    -28, -2, -1, -1, 19, 12, -0.9, -28, 9
35	CC1CCCCN1C(=O)CN1C(=O)CN(C)C(=O)c2ccccc21 (stereo not given)
    1, -3, 2, -1, -3, 0, -0.6, 6, 9
36	CC(=O)NC(=O)Nc1sc(=S)n(C)c1C
    -4, -4, -6, 2, 3, -2, -3.3, -5, 2
37	NC(=O)c1ccccc1NC(=O)C(c1ccccc1)c1ccccc1
    3, -3, -5, -1, 9, -14, 0.6, 11, 28
38	Cc1ccc(CN2C(=O)CCC2(C)C(=O)NCc2cccnc2)cc1 (stereo not given)
    1, -6, 7, 1, 10, -9, -0.3, 2, 25
39	Cc1cc2occ(CC(=O)N(C)CC(=O)Nc3c(C)cccc3C)c2cc1C
    22, -2, 9, 3, 2, 23, -1.8, 1, 27
40	COc1ccc(Cl)cc1S(=O)(=O)NC(C)C(=O)NCc1cccnc1 (stereo not given)
    -6, 4, 2, 1, -11, -12, 1.2, -1, -7
41	COc1ccc(OCc2nc3ccccc3[nH]2)cc1
    14, -4, -3, -3, -100, 2, 3.0, -15, 39
42	Cc1ccc(C(=O)Cn2c(C(=O)OCCO)cc3ccccc32)cc1
    -3, 5, -5, -2, 40, 1, 1.8, 7, 25
43	CCOC(=O)Cc1cc(=O)n2[nH]c(C)c(-c3ccccc3)c2n1
    6, 3, -13, 0, 34, 3, 2.7, 19, 13
44	O=c1cc2c(nn1Cc1ccc(Cl)cc1)-c1ccccc1CC2
    28, 4, 0, -3, 39, 31, -0.4, 16, 26
45	COc1ccc(CC(=O)c2cc(OC)c(OC)cc2CC(=O)O)cc1OC
    -6, -2, 1, 3, 4, 14, -0.2, 20, 7
46	Cc1ccc(S(=O)(=O)N2CCCCC2CCNC(=O)C(=O)NCC2CCCO2)cc1 (stereo not given)
    -2, -3, 2, -4, 21, 10, 1.9, 16, 20
47	Oc1ccc(CN2CCN(c3ccccc3)CC2)c2cccnc12
    -34, 8, -3, 16, 78*, 66*, 67*, -19, 18
48	Cc1ccccc1NC(=O)c1cc2ccccc2o1
    -3, 4, -1, -5, -128, 4, 6.1, 1, 15
49	O=S(=O)(c1ccc(Cl)cc1)c1nc(-c2ccccc2F)oc1NCCCN1CCOCC1
    -1, 4, 1, -3, -20, 10, 0.0, -16, 19
50	O=C1OCCC1Sc1nc2ccccc2s1 (stereo not given)
    8, -14, 1, 2, 23, 21, 1.2, 6, 27
51	COCCOc1ccc(C(F)(F)F)cc1NC(=O)c1ccccc1
    14, 7, -1, -2, -4, 16, 3.1, 10, 17
52	CCOC(=O)C1(CCCc2ccccc2)CCN(C(=O)c2cc(C)nn2CC)CC1
    7, -5, -2, -3, -3, 24, 0.1, 19, 27
53	CN(C)c1oc(-c2ccccc2)nc1C#N
    -2, -2, -1, 0, 9, 21, -0.5, -4, 16
54	O=[N+]([O-])C1=C(Nc2cccc3ccccc23)CS(=O)(=O)C1
    8, -5, -4, 0, -11, 10, -0.3, 10, -1
55	CCOC(=O)N1CCN(c2c(NCCCN(CC)CC)c(=O)c2=O)CC1
    9, -6, -1, -2, -27, 2, -5.4, -29, -20
56	COc1cc([N+](=O)[O-])ccc1NC(=O)CSc1nncn1-c1cccnc1
    14, -9, -1, -5, 6, -20, 0.7, 22, -5
57	Cc1ccc(-n2cc(C(=O)c3cc(Cl)ccc3O)cc(C#N)c2=O)cc1
    32, -5, 2, 3, -1, 31, 3.6, -34, 38
58	c1cnc2ccc(C(c3nnnn3C3CCCCC3)N3CCN(C4CCCCC4)CC3)cc2c1 (stereo not given)
    -4, -1, -3, -3, 21, 8, -0.1, 15, -1
59	Cc1ccc(/C=C2/SC(=O)NC2=S)o1
    7, -6, -1, -3, -12, 25, -1.8, -12, 21
60	Cc1ccccc1-c1noc(-c2ccccc2C(=O)NCC2CCCO2)n1 (stereo not given)
    -7, 3, -4, -1, 5, 24, -0.7, -3, 14
61	COC(=O)c1oc2ccc(Br)cc2c1NC(=O)CCN1CCOCC1
    -28, 9, -2, -1, -17, -2, -3.3, -34, -26

The list is partial; the hit share may differ from the screen's.
